Source: PubChem
bIAP act: increases bovine intestinal alkaline phosphatase activity | purified bovine IAP, CDP-star luminescence, 30 min; active compounds read high; fold of DMSO-control signal, blank-subtracted | activation factor at 20 µM | 200,000 tested, 0.17% active;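 active means activation factor of 2 or more at 20 µM, a signal rise over negative controls twice the positive control's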
TNAP inh no acc: blocks human TNAP activity with no phosphate acceptor present | P05186 | purified TNAP, CDP-star luminescence, 30 min | inhibition, % at 20 µM | 200,000 tested, 0.26% active | AID 1012;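 active means tissue-nonspecific alkaline phosphatase inhibition above about 50% at 20 µM in the single-dose screen, limit read from the data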;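 further: 0% = DMSO negative control and 100% = EDTA positive control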
Target sequence (P05186 whole entry, looked up): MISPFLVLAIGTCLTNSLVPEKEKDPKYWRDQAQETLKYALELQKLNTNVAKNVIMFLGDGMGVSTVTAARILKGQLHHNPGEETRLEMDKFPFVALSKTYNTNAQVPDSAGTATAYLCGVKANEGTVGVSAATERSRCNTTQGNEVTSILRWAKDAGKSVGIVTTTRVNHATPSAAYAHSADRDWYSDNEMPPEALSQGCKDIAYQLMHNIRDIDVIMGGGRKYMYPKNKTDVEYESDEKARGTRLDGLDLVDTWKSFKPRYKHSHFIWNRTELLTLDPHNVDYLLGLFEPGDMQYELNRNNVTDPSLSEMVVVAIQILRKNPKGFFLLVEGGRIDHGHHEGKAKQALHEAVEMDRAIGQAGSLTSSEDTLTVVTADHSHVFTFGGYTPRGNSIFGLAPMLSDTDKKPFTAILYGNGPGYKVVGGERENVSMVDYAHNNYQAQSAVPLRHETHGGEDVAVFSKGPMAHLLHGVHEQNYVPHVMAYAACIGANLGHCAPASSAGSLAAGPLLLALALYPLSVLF
Diaph act CS: diaphorase activation or chemical reduction counter-screen; AID 1229; activation factor at 20 µM; 190,000 tested, 0.005% active; Diaphorase/resazurin coupled assay, resorufin fluorescence, 16 min; active compounds read high; 1 = vehicle wells, 0 = NADH-free wells;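 active means diaphorase activity raised at least twofold by the compound at 20 µM; inactive means activation factor below 2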
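test system = bacterial diaphorase enzyme (C. kluyveri) | quantity = enzyme 0.07 U/mL final | reagent = NADH substrate 0.114 mM plus resazurin dye 0.1 mM, final | incubation = 16 min enzyme reaction, ambient temperature | buffer or medium = HEPES pH 7.4 buffer with MgCl2 and Tween 20 | signal = fluorescence of resorufin, 544 nm excitation, 590 nm emission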
TNAP inh hiacc: blocks human TNAP under high phosphate acceptor concentration | P05186 | purified TNAP, CDP-star luminescence, 1 M DEA | inhibition, % at 20 µM | 200,000 tested, 0.03% active | AID 1135;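 active means over 50% inhibition of tissue-nonspecific alkaline phosphatase at 20 µM in the single-dose screen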;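 further: plate controls were DMSO wells for no effect and EDTA-quenched wells as full inhibition for full effect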
TNAP act hi DEA: TNAP (human) activation, high acceptor | P05186 | purified TNAP, CDP-star luminescence, 1 M DEA, 30 min; active compounds read high; 0 = EDTA background, 1 = DMSO-only activity | activation factor at 20 µM | 200,000 tested, under 10 active;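 active means activation factor at least 2 at 20 µM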
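Measured by: Luminescent substrate turnover signal | Test system: Human TNAP | Input: TNAP 1/800 final | Dosing: 20 µM single point | Schedule: 30 min, room temperature | Controls: EDTA wells as negative control, DMSO wells as positive control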
PMI act hi M6P: PMI (human) activation, high substrate. AID 1216. 190,000 tested, 0.34% active. coupled PMI enzyme assay, resazurin fluorescence, 20 min; active compounds read high; 1 = untreated enzyme, 0 = substrate-free blank. activation factor at 20 µM;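 active means activation factor of 2 or more at 20 µM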
Target sequence (P34949 whole entry, looked up): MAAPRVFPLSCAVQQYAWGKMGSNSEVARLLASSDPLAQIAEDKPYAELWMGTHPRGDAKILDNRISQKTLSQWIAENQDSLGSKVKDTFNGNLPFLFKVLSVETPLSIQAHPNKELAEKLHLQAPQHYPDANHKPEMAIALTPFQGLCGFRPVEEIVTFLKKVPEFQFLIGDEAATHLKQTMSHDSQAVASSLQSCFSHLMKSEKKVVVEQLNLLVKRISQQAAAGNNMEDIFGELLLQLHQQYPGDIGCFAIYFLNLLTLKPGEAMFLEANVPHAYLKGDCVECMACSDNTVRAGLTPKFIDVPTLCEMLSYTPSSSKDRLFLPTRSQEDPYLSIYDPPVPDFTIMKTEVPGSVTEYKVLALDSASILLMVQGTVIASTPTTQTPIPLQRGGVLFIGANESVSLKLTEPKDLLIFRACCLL
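Test system: human phosphomannose isomerase with PGI, G6PDH, diaphorase coupling enzymes; amount: 15 ng/mL PMI; incubation: enzyme reaction with compound 20 min at room temperature; technique: resorufin fluorescence (Ex 544/Em 590 nm) from resazurin via diaphorase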
Lmaj promast: reduces viability of Leishmania major promastigotes; resazurin fluorescence viability; inhibition, % at 10 µM; 200,000 tested, 9% active; in the data active means inhibition above about 50%;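 further: promastigotes grown with compound for 44 hours at 28 °C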
PMI activator: activators of human phosphomannose isomerase | purified human PMI, coupled resazurin fluorescence, 20 min; active compounds read high; 1 = vehicle control, 0 substrate-free wells | activation factor at 20 µM | 190,000 tested, 0.005% active | AID 1214;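 active means activation factor of 2 or more at 20 µM, relative to plate controls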
bIAP inh: intestinal alkaline phosphatase (bovine) inhibition | purified bovine IAP, CDP-star luminescence, 30 min | inhibition, % at 20 µM | 190,000 tested, under 10 active | AID 1019;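 active means over 50% inhibition of intestinal alkaline phosphatase at 20 µM in the single-dose screen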
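Assay system: bovine IAP enzyme; medium: DEA buffer 100 mM, pH 9.8, with MgCl2 1.0 mM, ZnCl2 0.02 mM; doses: 20 µM single dose; incubation: enzyme reaction for 30 min at room temperature; detection: CDP-star luminescence signal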
Diaphorase inh: counter-screen for diaphorase-based assays: diaphorase inhibitors and chemical oxidizers; inhibition, % at 20 µM; AID 1217; 190,000 tested, 0.69% active; diaphorase resazurin-to-resorufin fluorescence, NADH, 16 min; bacterial (C. kluyveri) enzyme, not human;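 active means primary screen inhibition at 20 µM above a set limit, cut at about 50% in these data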;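 further: plate controls were DMSO with full reaction for no effect and wells lacking NADH for full effect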
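Test system: diaphorase enzyme from Clostridium kluyveri; amount: diaphorase at 0.14 U/mL in enzyme working solution; detection: fluorescence of resorufin formed from resazurin, Ex 544/Em 590 nm; times: reaction incubation of 16 min at room temperature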
An asterisk follows results filed as active.

Under each structure: bIAP act | TNAP inh no acc | Diaph act CS | TNAP inh hiacc | TNAP act hi DEA | PMI act hi M6P | Lmaj promast | PMI activator | bIAP inh | Diaphorase inh
- CCOC(=O)c1cnc(SC)nc1Oc1cccc(NS(=O)(=O)c2ccc(C)cc2)c1
    0.9 | 5 | 0.9 | -6 | 1.1 | 1 | 11 | 1 | 6 | 8
- Cc1ccccc1Nc1nc(-c2cccnc2)nc2ccccc12
    1 | -10 | 0.6 | -6 | 1.1 | 0.9 | 78* | 0.8 | -1 | 40
- COc1ccc(C2=NN(C(=O)c3cccs3)C(c3ccc(OC)cc3)C2)cc1 (centres undefined)
    1 | -3 | 0.7 | -1 | 1 | 0.8 | 14 | 0.8 | -3 | 25
- CCOC(=O)C1=C(N)Oc2c(oc(CO)cc2=O)C1c1ccc(F)c(F)c1 (centres undefined)
    1 | -12 | 1 | -7 | 1.1 | 1 | 6 | 1.1 | 4 | 2
- COc1ccc(CN(C)CCc2ccccn2)cc1OC
    1 | -12 | 0.8 | -4 | 1 | 1 | 5 | 1.1 | 4 | 25
- COc1cc(C(=O)Nc2nc3ccc(C)cc3s2)ccc1OCc1c(C)noc1C
    1 | -4 | 0.9 | -3 | 1 | 0.8 | -1 | 0.9 | 0 | 6
- Cc1ccc(O)c(NC(=O)COc2cc(C)ccc2C)c1
    0.7 | -4 | 1 | 1 | 1 | 1.1 | -7 | 1 | 30 | 4
- Cc1cc(N2CCN(c3ccccn3)CC2)n2cc(-c3ccccc3)nc2n1
    1 | -13 | 0.8 | 1 | 1 | 0.9 | 36 | 0.9 | 1 | 18
- CC(C)(C)NC(=S)Nc1ccc(Br)cc1
    0.9 | -1 | 0.9 | 1 | 1 | 1.1 | 10 | 1 | 10 | 9
- O=Cc1cn(-c2ccccc2)nc1-c1cccnc1
    1.1 | 2 | 1 | -4 | 1 | 1 | -1 | 1 | -11 | 3
- Cc1ccc(N2C(=O)c3ccc(C(=O)O)cc3C2=O)c(C)c1
    1 | -17 | 1 | -7 | 1.1 | 1.1 | -5 | 1.2 | -4 | -4
- Cc1ccc(C(c2nnnn2CCc2ccccc2)N2CCC(C)CC2)cc1 (centres undefined)
    0.8 | -10 | 0.8 | -7 | 1.1 | 1.1 | 38 | 1.1 | 18 | 18
- Cc1cccc(NC(=S)NC2CC3CCCC(C2)N3Cc2cccs2)c1C (centres undefined)
    1.3 | -32 | 0.9 | -5 | 1 | 1 | 85* | 0.9 | -28 | 5
- Cc1cccc(-n2c(N)cc(=O)nc2SCC(=O)Nc2nnc(C)s2)c1
    1 | -8 | 1 | -6 | 1.1 | 0.9 | 0 | 1 | 0 | 3
- CC(C)(O)C(=O)N=Nc1c(O)[nH]c2ccccc12
    1 | -3 | 1.2 | -4 | 1 | 1.1 | 0 | 1.1 | -4 | -16
- CCc1ccc(CNC(=O)C2CCCN(c3nc4ccccc4o3)C2)cc1 (centres undefined)
    1.1 | -114 | 1 | -8 | 1.1 | 1 | 1 | 1 | -12 | -4
- CCN(CC)S(=O)(=O)c1cccc(C(=O)N[C@@H](C)c2nc3ccccc3[nH]2)c1
    1.3 | -3 | 1 | -1 | 1 | 1 | 2 | 0.9 | -27 | 1
- CCOC(=O)c1c(C)nc2c(c1-c1cc(OC)ccc1OC)C(=O)c1ccccc1-2
    0.9 | -1 | 0.8 | -2 | 1 | 0.9 | -6 | 0.9 | 12 | 23
- CCOc1ccc(-c2nnn(CCC#N)n2)cc1OC
    1.3 | -6 | 0.9 | -5 | 1 | 0.9 | -2 | 0.9 | -25 | 14
- COc1cc(/C=N/NC(=O)c2nc(-c3ccccc3)n(-c3ccccc3)n2)ccc1O
    0.8 | -14 | 0.9 | 0 | 1 | 1 | -4 | 1 | 19 | 9

5 entries picked at random from the list so far:
Under each structure: bIAP act | TNAP inh no acc | Diaph act CS | TNAP inh hiacc | TNAP act hi DEA | PMI act hi M6P | Lmaj promast | PMI activator | bIAP inh | Diaphorase inh
- COc1cc(C(=O)Nc2nc3ccc(C)cc3s2)ccc1OCc1c(C)noc1C
    1 | -4 | 0.9 | -3 | 1 | 0.8 | -1 | 0.9 | 0 | 6
- COc1ccc(C2=NN(C(=O)c3cccs3)C(c3ccc(OC)cc3)C2)cc1 (centres undefined)
    1 | -3 | 0.7 | -1 | 1 | 0.8 | 14 | 0.8 | -3 | 25
- COc1ccc(CN(C)CCc2ccccn2)cc1OC
    1 | -12 | 0.8 | -4 | 1 | 1 | 5 | 1.1 | 4 | 25
- COc1cc(/C=N/NC(=O)c2nc(-c3ccccc3)n(-c3ccccc3)n2)ccc1O
    0.8 | -14 | 0.9 | 0 | 1 | 1 | -4 | 1 | 19 | 9
- Cc1ccccc1Nc1nc(-c2cccnc2)nc2ccccc12
    1 | -10 | 0.6 | -6 | 1.1 | 0.9 | 78* | 0.8 | -1 | 40

Later entries.
Under each structure: bIAP act | TNAP inh no acc | Diaph act CS | TNAP inh hiacc | TNAP act hi DEA | PMI act hi M6P | Lmaj promast | PMI activator | bIAP inh | Diaphorase inh
- COc1ccccc1OCCC(=O)OCC(=O)Nc1ccc(Br)cc1
    0.9 | -11 | 0.9 | 5 | 0.9 | 0.9 | -7 | 0.9 | 9 | 10
- Nc1nncn1C(=O)c1cccs1
    1 | -2 | 1 | -2 | 1 | 0.9 | -1 | 1.1 | 2 | 5
- O=C(OCc1nc2ccccc2c(=O)[nH]1)c1cccs1
    1 | -4 | 0.9 | -8 | 1.1 | 1 | -9 | 1 | 1 | 6
- CCCC(C)NC(=O)c1ccc2[nH]c3c(c2c1)CC(C)CC3 (centres undefined)
    1 | 14 | 1 | -5 | 1 | 0.9 | 15 | 1 | 3 | -2
- CCN(C(=S)Nc1cc(S(=O)(=O)N2CCOCC2)ccc1Cl)c1cccc2ccccc12
    0.9 | -2 | 0.9 | 1 | 1 | 1 | 65* | 1.2 | 5 | 11
- O=C(O)C1CCCN(S(=O)(=O)c2ccc(Cl)s2)C1 (centres undefined)
    0.9 | -18 | 0.8 | -4 | 1 | 0.9 | -10 | 0.9 | 8 | 17
- N#CC1=C(N)NC(SCc2ccc(F)cc2)=C(C#N)C12CCCCC2
    0.6 | -9 | 0.8 | 0 | 1 | 0.9 | 99* | 0.8 | 43 | 20
- C=CC(C)N1C(=O)S/C(=C\c2ccc(N3CCOCC3)cc2C)C1=O (centres undefined)
    1 | -23 | 0.9 | 5 | 1 | 1 | 25 | 0.8 | -1 | 12
- Cc1noc(C)c1COC(=O)c1cccc(N(C)C)c1
    1.1 | -9 | 0.8 | -5 | 1.1 | 0.9 | -8 | 1 | -12 | 16
- O=C(NCc1cccnc1)c1ccc2c(=O)n(CCCN3CCCC3=O)c(=S)[nH]c2c1
    0.9 | 0 | 0.9 | -3 | 1 | 0.9 | -1 | 1 | 9 | 13
- CC(=O)Nc1ccc(-c2cc(-c3ccccc3)nc(-c3ccccc3)n2)cc1
    0.7 | -6 | 0.9 | 5 | 0.9 | 0.9 | 33 | 0.8 | 25 | 14
- CC(O)c1c(-c2ccccc2)nn(C)c1Cl (centres undefined)
    1 | -2 | 1 | -3 | 1 | 1.1 | -4 | 1.1 | 3 | -5
- CCC(=NC(CC)CO)C1=C(O)CC(C)(C)CC1=O (centres undefined)
    1 | -12 | 0.8 | -8 | 1.1 | 1 | -1 | 1 | -4 | 16
- COc1ccc(CCNC(=O)CSc2nnc(CNc3ccc(Cl)cc3)o2)cc1OC
    0.7 | -10 | 1 | -1 | 1 | 1 | 17 | 1.1 | 25 | -1
- O=C(c1ccccc1)c1cnc(Nc2ccccc2Cl)s1
    0.9 | -22 | 0.8 | 2 | 1 | 0.9 | 2 | 0.8 | 6 | 19
- Cc1ccc(CC2C(=O)N(c3ccc(C)cc3)C(=O)C2C)cc1 (centres undefined)
    0.9 | -11 | 1 | -2 | 1 | 1.1 | 4 | 1.1 | 10 | -2
- CCCCOC(=O)c1ccc(NC(=S)NC(=O)c2c(Cl)cnn2C)cc1
    1 | 16 | 0.8 | 3 | 1 | 0.4 | -5 | 0.9 | 4 | 20
- Cc1n[nH]c(=S)c2nn(-c3ccccc3F)c(C)c12
    0.9 | -6 | 1 | -5 | 1.1 | 1.9 | 2 | 1.6 | 9 | -1
- Cc1cc(C)nc(NC(=O)/C=C/c2ccccc2Cl)n1
    0.9 | -7 | 0.9 | 4 | 1 | 0.8 | 0 | 0.8 | 12 | 10
- O=C1CCC(C(=O)OCC(=O)c2ccccc2)N1 (centres undefined)
    1 | -12 | 1 | -5 | 1.1 | 1 | -4 | 1 | 0 | 5
- CC1CN(C(=O)COC(=O)c2ccc(N)c([N+](=O)[O-])c2)CC(C)O1 (centres undefined)
    0.9 | -4 | 0.8 | 6 | 0.9 | 0.9 | -7 | 0.8 | 10 | 16
- OCC1(Cc2ccccc2)CCN(Cc2cnc(-c3cccc4ccccc34)nc2)CC1
    1 | -6 | 0.9 | -3 | 1 | 0.9 | 10 | 0.9 | -4 | 6
- COc1ccc(C2=NNC(=O)CC2)cc1
    0.7 | 3 | 1.2 | -4 | 1 | 1.1 | 1 | 1.1 | 29 | -21
- O=C(CSc1ccc2nnc(-c3ccncc3)n2n1)Nc1nccs1
    1.2 | -1 | 1 | 6 | 0.9 | 1.1 | -2 | 1.3 | -17 | -2
- c1ccc(OCCOc2ncnc3ccccc23)cc1
    0.9 | -2 | 0.9 | -8 | 1.1 | 1 | -9 | 1 | 12 | 15
- CC(C)CNC(=O)COc1ccc2c3c(c(=O)oc2c1)CCC3
    0.9 | -2 | 0.9 | 1 | 1 | 0.9 | 8 | 0.9 | 6 | 13
- C=CCc1ccc(OCCCCN2CC(C)OC(C)C2)c(OC)c1 (centres undefined)
    1 | -5 | 0.9 | -4 | 1 | 1 | 98* | 0.9 | 3 | 6
- CC(=O)c1nc(N2C(=O)CC(Cc3ccccc3)C2=O)sc1C (centres undefined)
    0.7 | -20 | 0.9 | -3 | 1 | 0.9 | -1 | 0.8 | 31 | 9
- O=C(O)C1CC(=O)N(c2ccc(OCc3ccccc3Cl)cc2)C1 (centres undefined)
    1 | -5 | 0.9 | -6 | 1.1 | 1.1 | -5 | 1 | 4 | 14
- O=C(NNC(=S)NCC1CCCO1)c1cccc(S(=O)(=O)N2CCOCC2)c1 (centres undefined)
    1.3 | -107 | 0.8 | -6 | 1.1 | 0.9 | 1 | 0.9 | -30 | 15
- CSc1nc(Oc2ccc(C)cc2)cc(C(F)(F)F)n1
    0.9 | -5 | 0.9 | 4 | 1 | 1 | -1 | 1 | 9 | 9
- Nc1nc(-c2cccnc2)nn1C(=O)c1ccc(F)cc1
    1 | 5 | 1.1 | -4 | 1 | 1.1 | -4 | 1 | -1 | -13
